High-throughput results from PubChem BioAssay.
ALDH1A1 inh = blocks purified human ALDH1A1 activity; Potency, µM (titrated, usually from 75.3 µM), without a hit: at the top dose activity, negative = inhibition, usual class: inhibitors; P00352; 220,000 compounds, 7.3% hits; Purified ALDH1A1, NADH fluorescence, propionaldehyde substrate; active = well fitted inhibition curve with a large enough effect, not every such curve was filed as active; inconclusive = small, poorly fitted or top-dose-only effect, or another doubt; inactive = no such curve, though single readings can be large or run the other way;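 note: plate controls were no enzyme wells and a reference inhibitor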
Target sequence (P00352 whole entry, looked up): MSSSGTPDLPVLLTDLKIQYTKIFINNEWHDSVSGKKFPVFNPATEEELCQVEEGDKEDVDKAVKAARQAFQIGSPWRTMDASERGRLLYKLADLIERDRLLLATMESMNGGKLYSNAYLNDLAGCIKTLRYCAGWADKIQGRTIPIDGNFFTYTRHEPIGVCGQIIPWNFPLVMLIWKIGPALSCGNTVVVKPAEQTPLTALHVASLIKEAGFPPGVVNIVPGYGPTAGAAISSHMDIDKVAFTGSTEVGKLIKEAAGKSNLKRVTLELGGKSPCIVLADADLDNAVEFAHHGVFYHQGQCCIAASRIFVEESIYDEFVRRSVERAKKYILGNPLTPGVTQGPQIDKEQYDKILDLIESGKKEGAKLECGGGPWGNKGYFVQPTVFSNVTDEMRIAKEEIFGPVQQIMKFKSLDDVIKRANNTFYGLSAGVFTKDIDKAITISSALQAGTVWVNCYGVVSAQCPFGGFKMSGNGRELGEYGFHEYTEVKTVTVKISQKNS
SMN2 splice up = increases expression of the SMN2 splice variant; 210,000 compounds, 2.8% hits; HEK293 SMN2-luciferase splicing reporter, luminescence, 30-36 h; Potency, µM (series often up to 46.1 µM), inactives show at the top dose activity change, positive = activation, usual class: activators; AID 1458; note: % of control where 0% means no effect; nearly all actives have a fitted effect of over 55% in size
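HEK293 cells carry an SMN2 […]–luciferase reporter in which exon 7 inclusion puts luciferase in frame. Cells were plated 10-12 h before compound addition, then incubated 30-36 h at 37C. ONE-Glo luminescence was read; sodium butyrate at 4.5 mM final served as control.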
KDM4E inh = blocks human JMJD2E demethylase activity. B2RXH2. JMJD2E catalytic domain, FDH-coupled NADH fluorescence (FDH is formaldehyde dehydrogenase). Potency, µM (series often up to 57.1 µM), for inactives: top-dose activity change, negative = inhibition, usual class: inhibitors. 230,000 compounds, 1.6% hits. AID 2147; active = well fitted inhibition curve with a large enough effect, not every such curve was filed as active; inconclusive = small, poorly fitted or top-dose-only effect, or another doubt; inactive = no such curve, though single readings can be large or run the other way;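 note: 0% = wells with enzyme and -100% = buffer wells without enzyme; nearly all actives have a fitted effect of over 50% in size; many of its hits are not listed in these tables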
Target sequence (B2RXH2 1-337 limits assumed): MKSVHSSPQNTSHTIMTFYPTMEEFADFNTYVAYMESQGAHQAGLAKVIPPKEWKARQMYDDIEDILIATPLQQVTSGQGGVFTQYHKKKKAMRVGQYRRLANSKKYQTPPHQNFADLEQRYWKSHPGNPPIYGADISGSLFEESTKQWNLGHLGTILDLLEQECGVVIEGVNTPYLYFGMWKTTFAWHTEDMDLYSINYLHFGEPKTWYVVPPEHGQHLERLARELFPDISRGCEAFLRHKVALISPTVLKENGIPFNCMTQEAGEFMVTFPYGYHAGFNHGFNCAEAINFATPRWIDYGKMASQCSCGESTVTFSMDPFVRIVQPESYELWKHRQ
RGS12 GoLoco inh = RGS12 GoLoco-Gai1 interaction inhibition; Potency, µM (series often up to 61.6 µM), without a hit: at the highest dose activity, negative = inhibition, most hits filed as inhibitors; P63096; Gai1:RGS12 GoLoco peptide FP, rhodamine, 10 min; 230,000 compounds, 0.44% hits; active = well fitted inhibition curve with a large enough effect, not every such curve was filed as active; inactive = no such curve, though single readings can be large or run the other way; note: % is set by controls: 0 for no effect and ±100 for the full control effect; nearly all actives have a fitted effect of over 30% in size; many of its hits are not listed in these tables
Lamin A splicing = changes lamin A minigene splicing in HeLa cells | HeLa LMNA splicing GFP/RFP minigene ratio, 48 h | Potency, µM (top dose mostly 46.1 µM), for the others: at the top dose ratio change, negative = inhibition, hits mostly inhibitors | 200,000 compounds, 0.01% hits | AID 1487; active = well fitted inhibition curve with a large enough effect in the signal ratio, with a control signal flat, not every such curve was filed as active; inconclusive = small, poorly fitted or top-dose-only effect, or effect the other way, or a change in a side signal; the % refers to the signal ratio; note: % is set by controls: 0 for no effect and ±100 for the full control effect
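S3 HeLa stable clones carrying a lamin A-EGFP splicing minigene plus DsRed2 were seeded at 600 cells/well in Opti-MEM with 2% FBS, pin-dosed and incubated 48 h at 37°C. Acumen cytometry (488 nm) gave the GFP/RFP total-intensity ratio.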
TR SRC2 fluor cs = counter-screen for TRb-SRC2 inhibitors: fluorescence interference; TRb/SRC2 Texas Red total fluorescence interference; Potency, µM (highest dose often 106 µM), for inactives: top-dose fluorescence change, negative = quenching; 280,000 compounds, 0.29% hits; active = well fitted curve in either direction with a large enough effect; inconclusive = small, poorly fitted or top-dose-only effect; note: % is set by controls: 0 for no effect and ±100 for the full control effect
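Human TRb ligand-binding domain at 0.6 uM with 20 nM Texas Red SRC2 peptide in Tris buffer containing 1 uM T3 and 5% DMSO, incubated with compound 5 h at ambient temperature. Total fluorescence (555/632 nm) calculated as parallel + 2 × perpendicular.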
TRb SRC2 PPI = disrupts binding of human TR beta to SRC2; P10828; TRbeta-SRC2 peptide binding, fluorescence polarization; receptor liganded with 1 µM T3; Potency, µM (top dose mostly 106 µM), for the others: top-dose activity change, negative = inhibition, hits mostly inhibitors; 280,000 compounds, 0.065% hits;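 note: plate controls were bound peptide for no effect and peptide without receptor for full effect; nearly all actives have a fitted effect of over 50% in size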
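Human TRb LBD (0.6 uM) plus Texas Red-labeled SRC2 peptide (20 nM), 1uM T3, 5% DMSO, 5 hr at ambient temperature. Decreased polarization (555/632 nm) flags inhibition; data normalized to free and bound peptide controls.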
RECQ1 inh = inhibitors of human RECQ1 DNA helicase. P46063. RECQ1 DNA unwinding, red fluorescence kinetic read. Potency, µM (top dose mostly 57.3 µM), for the others: at the top dose activity, negative = inhibition, hits mostly inhibitors. 240,000 compounds, 0.54% hits. AID 2549;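 note: plate controls were vehicle for no effect and no enzyme for full effect; nearly all actives have a fitted effect of over 30% in size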
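RECQ1T1 50 nM; forked duplex (20 bp + 30-nt ss tails) 200 nM, ATP 2 mM final; pH 8.0, 2 mM MgCl2, 2.5 ug/ml poly(dI-dC); 15 min compound preincubation; discontinuous kinetic read over 2 h at RT.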
Active calls of the source: *; i = inactive; ? = inconclusive; . = not tested or not shown; [ ] = remark or other dose. Unless noted, calls come from the whole dose curve; as a rule, active = well fitted curve in the direction sought with a large enough effect; inconclusive = small, poorly fitted or top-dose-only effect, or another doubt; inactive = no such curve, though single readings can be large; an effect the other way counts as inactive or inconclusive. Potency is the fitted concentration of half-maximal effect. Only part of the results is shown, so the mix of outcomes need not match the whole.

SMILES | ALDH1A1 inh | SMN2 splice up | KDM4E inh | RGS12 GoLoco inh | Lamin A splicing | TR SRC2 fluor cs | TRb SRC2 PPI | RECQ1 inh
COc1ccc(C=O)cc1OS(=O)(=O)c1ccc(NC(C)=O)cc1 | -9% | ? | -4% | 3% | -16% | -1% | 10% | -5%
COc1cccc(N=Cc2nc(-c3ccccc3)oc2OC(C)=O)c1 | . | . | -3% | 1% | . | 0% | 0% | 0%
COC(=O)C1=NNC2(c3ccc(C)cc3)C(=O)N(c3cccc(C)c3C)C(=O)C12 (configuration not stated) | -2% | 8% | 10% | -12% | -5% | -3% | 5% | -1%
CCCN(CC(=O)Nc1ccc(F)c(F)c1F)Cc1cc(=O)n2ccsc2n1 | -9% | -20% | -13% | 3% | . | -4% | -4% | -2%
Cc1cc2nnc(SCC(=O)Nc3cccc(S(=O)(=O)N4CCOCC4)c3)n2c2ccccc12 | ? | . | -8% | . | -14% | -3% | -3% | -5%
O=C(O)Cn1nnnc1SCC(=O)Nc1ccc(OC(F)(F)F)cc1 | 0% | . | 3% | . | 18% | 4% | -1% | i
CCN(CC)Cc1cc(NC2=NS(=O)(=O)c3ccccc32)ccc1OC(=O)c1ccccc1 | 2% | 6% | -1% | 12% | -8% | -3% | 3% | -3%
c1nc(N2CCNCC2)c2sc3nc(N4CCOCC4)c4c(c3c2n1)CCC4 | 6% | -16% | 5% | 1% | 2% | -2% | 0% | -5%
CN1CCCC(OC(=O)c2cc(Cl)cc(Cl)c2)C1 (configuration not stated) | 11% | 3% | 5% | -4% | . | -1% | -8% | i
CCNC(=O)CSc1nnc(-c2ccccc2Br)n1-c1cccc(C(F)(F)F)c1 | 16% | ? | -1% | -2% | -15% | -3% | 13% | 1%
Cc1cc2c(cc1C)C(c1ccccc1Br)CC(=O)N2 (configuration not stated) | 9% | -6% | 9% | 9% | 19% | -1% | -1% | i
Cn1c(SCC(=O)Nc2ncc(C(F)(F)F)cc2Cl)nnc1-c1ccc(Cl)cc1 | 5% | -5% | -10% | 13% | 8% | 0% | -8% | -1%
O=C1C(=O)N(c2ccccc2)C(c2ccccc2[N+](=O)[O-])/C1=C(\O)c1ccccc1 (configuration not stated) | ? | . | -23% | 5% | -9%[46 µM] | -1% | 4% | i
C=CCc1cccc(CNc2nc3ccccc3n2C(C)C)c1O | -6% | -14% | -19% | 5% | ? | -2% | 4% | -11%
CC(C)Cc1nnc(NC(=O)Nc2ccccc2)s1 | -3% | 11µM* | -2% | 18% | -6%[46 µM] | -2% | -4% | -8%
Cc1ccc(/C=C/c2nnc(-c3ccc(C)cc3)o2)cc1 | -9% | -12% | ? | -15% | 3% | -4% | -5% | -5%
COc1ccc(CNc2nc3c(c(=O)[nH]c(=O)n3C)n2CCCc2ccccc2)cc1 | 7% | 9% | 0% | -2% | ? | -5% | 2% | -3%
O=C(N/N=C/c1ccc([N+](=O)[O-])o1)c1cc2c(ccc3ccccc32)o1 | -3% | . | ? | 39%[activator] | . | -2% | -7% | -2%
Cc1cc(C)cc(NC(=S)NCC2CCCO2)c1 (configuration not stated) | -9% | -9% | 5% | 0% | -4% | -1% | -8% | -8%
CCc1ccc(C(=O)COc2ccc(NC(C)=O)cc2)cc1 | 12% | -6% | -5% | 3% | 9% | -2% | -7% | -10%
CCO[C@@H]1OC(C(N)=O)=C[C@H](c2coc3ccccc3c2=O)[C@H]1CCCO | . | . | 12% | -4% | . | 3% | 4% | 26%
CC(=O)Nc1ccc(C(=O)CSc2nnc(-c3ccc(O)cc3)n2CC2CCCO2)cc1 (configuration not stated) | ? | -1% | -18% | -5% | -3% | 2% | -4% | -4%
CCO[C@H]1O[C@@H]([C@H](COCc2ccccc2)OCc2ccccc2)[C@@H](OCc2ccccc2)[C@H]1O | -4%[20.9 µM] | -8%[20.6 µM] | -9%[25.5 µM] | 0%[21.6 µM] | ? | 0%[53 µM] | 3%[53 µM] | -9%[25.9 µM]
CS(=O)(=O)N1CCN(c2nc3ccc(Cl)cc3s2)CC1 | . | . | 8% | 6% | . | -3% | 2% | 1%
Cc1cc(C(=O)N2CCN(c3ccccn3)CC2)c(C)o1 | ? | 23% | ? | 1% | 14% | 4% | 3% | -6%

Continuation.
SMILES | ALDH1A1 inh | SMN2 splice up | KDM4E inh | RGS12 GoLoco inh | Lamin A splicing | TR SRC2 fluor cs | TRb SRC2 PPI | RECQ1 inh
COCC(=O)Nc1cc(OC)cc(OC)c1 | 2% | -2% | -2% | 4% | 5% | -4% | 0% | 0%
COc1ccc2nc(N=Nc3c(O)ccc4ccccc34)sc2c1 | -5% | . | 8% | 26% | 1% | 0% | -3% | -19%
CC(=O)Nc1cccc(-c2cnc3ccccc3n2)c1 | 4% | ? | 4% | -5% | -7% | -1% | -4% | -15%
Cc1c(NC(=O)C2(c3ccc(Cl)cc3)CCCC2)c(=O)n(-c2ccccc2)n1C | 12% | 1% | 2% | -2% | 4% | 5% | 0% | ?
CN(Cc1ccccc1)c1nc2c(c(=O)[nH]c(=O)n2C)n1CCSc1nc2ccccc2[nH]1 | ? | -5% | ? | 0% | 6% | 1% | -1% | 5%
Cc1cccc2nc(CSc3nc4ccc([N+](=O)[O-])cc4[nH]3)c(Br)n12 | 25µM* | -29% | -5% | 6% | ? | -12% | -3% | -1%
NC(=O)c1cnn(-c2cccc(Cl)c2)c1N | . | . | -3% | 7% | . | -3% | -2% | 0%
O=Cc1ccc(-c2cccc(C(=O)O)c2)o1 | 60%[activator] | 29% | ? | 7% | -8%[46 µM] | 0% | -1% | i
Cc1ccc(CNC(=O)[C@H]2C[C@@H]2[C@H](NP(=O)(c2ccccc2)c2ccccc2)c2ccccc2)c(F)c1F | -5% | -22% | 7% | -3% | . | 1% | 11% | 2%
Nc1c(C(=O)c2cccs2)sc2nsc(SCCN3CCCCC3)c12 | . | . | -1% | 17% | . | -2% | -3% | -2%
CCOC(=O)CSC1=Nc2ccccc2C2=NC(CC(=O)NCc3ccc4c(c3)OCO4)C(=O)N12 (configuration not stated) | ? | -11% | -5% | 2% | ? | -3% | -11% | i
Cc1ccc(S(=O)(=O)CCC(=O)NCCN2C(=O)S/C(=C/c3ccc(F)cc3)C2=O)cc1 | -6% | 7% | 1% | -5% | -16% | 3% | -4% | -10%
Cc1ncc(CN2CCN(CCc3ccccc3)C(CCO)C2)s1 (configuration not stated) | 4% | . | 15% | 14% | -4%[46 µM] | -4% | -3% | i
O=C1CCCN1CCC12CC3CC(CC(C3)C1)C2 | -1% | . | 0% | -5% | . | 1% | -4% | i
Cc1cccc(S(=O)(=O)c2c(N)n(/N=C/c3ccco3)c3nc4ccccc4nc23)c1 | ? | -32%[inhibitor] | ? | 204%[activator] | 27% | -6% | ? | ?
Cc1cc(NC(=O)c2ccccc2F)n(C(C)(C)C)n1 | 8% | . | -10% | 6% | ? | -4% | -9% | -12%
CCOC(=O)C1=C(N)N2C(=O)CSC2=C(C(=O)OC)C1 | ? | . | ? | . | 5% | 3% | -13% | i
O=C(NNc1cccc(Cl)n1)C1CC1 | -5% | -8% | -6% | -29% | . | -1% | -7% | i
CSc1nc2ccccc2cc1/C=C(\C#N)c1cccc(C)c1 | ? | -17% | ? | 10% | ? | -1% | 2% | 2%
N#Cc1nc(COc2cccc(Cl)c2)oc1N1CCCC1 | 2% | 0% | 6% | 8% | 4% | -2% | 1% | -9%
O=C(N/N=C/c1ccc2c(c1)OCCO2)c1ccncc1 | . | . | -7% | 6% | . | -2% | 8% | -8%
CCOC(=O)NCN1C(=O)C2C3C=CC(C3)C2C1=O (configuration not stated) | ? | 4% | 3% | -22% | 15% | -3% | 0% | 10%
CC(C)(O)C(=O)NNC(=S)NCc1ccco1 | 6% | -7% | -11% | -5% | -8%[46 µM] | -2% | -3% | i
CC(=O)N(c1nc(/C=C\C(=O)O)cs1)c1ccccc1F | . | . | 7% | 2% | . | 0% | 5% | -2%
CCN1c2ccccc2-c2nc3ccccc3n2C1c1cccnc1 (configuration not stated) | ? | -18% | ? | -6% | ? | -1% | -13% | i

The results go on:
SMILES | ALDH1A1 inh | SMN2 splice up | KDM4E inh | RGS12 GoLoco inh | Lamin A splicing | TR SRC2 fluor cs | TRb SRC2 PPI | RECQ1 inh
CCc1ccc(CCC(=O)Nc2ccc(C)cc2C)o1 | 7% | 28% | -1% | 10% | -7% | 0% | -12% | i
CC(=O)c1c(C)[nH]c(C(=O)CSc2nnc(N)s2)c1C | -4% | 5% | 5% | 9% | ? | -1% | 1% | -2%
O=C(O)[C@H](Cc1ccccc1)NC(=O)N1CCN(c2cccc(C(F)(F)F)c2)CC1 | . | . | 4% | -1% | . | -4% | 1% | -8%
CC(C)CO/N=C1/C[C@@H](O)[C@@H](O)[C@@H]2[C@@H]3C(=O)N(C[C@@H]4CCCO4)C(=O)[C@H]3CC[C@@H]12 | -2%[13.5 µM] | . | . | . | . | 0%[11.2 µM] | -3%[11.2 µM] | i[11.5 µM]
CCN(CC)c1ccc(C=O)c(OC)c1 | 4µM* | . | -6% | 15% | . | -11% | -4% | -7%
COc1ccc(C(=O)C(OC(=O)c2ccccc2Cl)c2ccccc2)cc1 (configuration not stated) | ? | 65% | 7% | 14% | -16% | -1% | -2% | -9%
CCOc1cc(CNCCCN2CCOCC2)cc(Br)c1OCc1ccccc1Cl | 10% | -64%[inhibitor] | 6% | 7% | . | 0% | 5% | i
CNc1ccc(/C=C/C(=O)c2ccc(C)cc2)cc1[N+](=O)[O-] | 17% | 1% | 12% | 6% | ? | 9% | -2% | ?
[O-]/C(=C(\C(=S)NCc1ccco1)[n+]1ccccc1)c1ccccc1Br | 8% | -14% | 5% | 25% | 3% | 1% | 3% | 5%
N#Cc1cc(-c2cccc(Cl)c2)c[nH]c1=O | -7% | 14% | ? | 13% | -6% | 0% | -3% | -2%
